Screening results from PubChem BioAssay.
TSG101-PTAP inh = TSG101-PTAP interaction inhibition, HIV-1 budding; AID 1347069; Q99816; Potency, µM (titrated, usually from 115 µM), without a hit: at the top dose activity change, negative = inhibition, most hits filed as inhibitors; Fluorescence polarization, FITC-PTAP peptide/Tsg101, 20 min; 44,000 tested, under 10 active; also: potency is read from the fitted curve at half-maximal effect; 0% is about no effect
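The Tsg101 binding domain, at 10 uM final, is mixed with compound and a FITC peptide bearing the PTAP motif (50 nM final). After 20 min at r.t., polarization is measured; actives defined by CRC class, efficacy cut-off 60% inhibition.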
NTMT1 inh = NTMT1 methyltransferase inhibition; Q9BV86; Potency, µM (series often up to 114 µM), without a hit: top-dose activity change, negative = inhibition, most hits filed as inhibitors; AID 1645870; actives 2.5% (n = 59,000); NTMT1 MTase-Glo SAH luminescence, purified enzyme;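 also: potency is read from the fitted curve at half-maximal effect; plate controls were DMSO vehicle for no effect and no enzyme for full effect; nearly all actives have a fitted effect of over 65% in size; many of its hits are not listed in these tables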
B2AR arrestin ag = agonists recruiting beta-arrestin to human beta2-adrenergic receptor; P07550; HTLA Tango cells, beta-arrestin recruitment, luciferase luminescence, 18 h; Potency, µM (doses to about 46.1 µM), without a hit: top-dose activation, actives largely listed as activators; 44,000 tested, under 10 active; AID 1347077;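 also: potency is read from the fitted curve at half-maximal effect; 0% = DMSO and full agonism = EC100 isoproterenol or metaproterenol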
Target sequence (P07550 whole entry, looked up): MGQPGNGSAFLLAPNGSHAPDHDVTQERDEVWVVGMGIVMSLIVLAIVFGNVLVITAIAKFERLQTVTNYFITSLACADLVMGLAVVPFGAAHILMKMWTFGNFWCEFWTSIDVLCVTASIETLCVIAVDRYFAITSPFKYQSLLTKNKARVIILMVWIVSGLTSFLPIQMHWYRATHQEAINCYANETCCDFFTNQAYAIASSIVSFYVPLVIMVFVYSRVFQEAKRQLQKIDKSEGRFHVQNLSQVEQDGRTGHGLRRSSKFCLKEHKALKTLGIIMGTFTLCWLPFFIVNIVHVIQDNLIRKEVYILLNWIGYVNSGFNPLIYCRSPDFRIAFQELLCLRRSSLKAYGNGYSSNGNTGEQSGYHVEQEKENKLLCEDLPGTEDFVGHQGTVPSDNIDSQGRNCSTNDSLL
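Tango cells expressing recombinant beta2-AR and beta-arrestin were treated with compounds (up to 46 microM titration) in DMEM with 1% FBS for 18 hr at 37 degrees C. Beta-arrestin recruitment drove tTA-dependent luciferase, read by luminescence; curves were fitted and classed.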
p53null 32C tox = p53 null cell cytotoxicity, permissive temperature. actives 0.62% (n = 55,000). AID 903. Potency, µM (series often up to 46.1 µM), for the others: at the top dose activity change, negative = cytotoxicity, hits mostly cytotoxic. H1299-neo p53 null cells, ATP luminescence, 24 h, 32C;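 also: potency is read from the fitted curve at half-maximal effect; 0% = DMSO only and -100% = full killing by 100 µM tamoxifen; nearly all actives have a fitted effect of over 55% in size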
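H1299-neo (p53-null) cells, 600/well, were pre-incubated overnight at 37C, then exposed to compounds at up to 46 uM for 24 hr at 32C. Viability was measured as ATP content by luminescence, and AC50 values came from Hill fits.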
FH mod = Identification of activators of human fumarate hydratase by quantitative high-throughput screening; Fumarate hydratase, mitochondrial (Homo sapiens), P07954; FH coupled MDH/diaphorase resazurin fluorescence, 15 min; Potency, µM (top dose mostly 79.9 µM), without a hit: at the top dose activity change, negative = inhibition, actives largely listed as inhibitors; actives 0.22% (n = 54,000); also: potency is read from the fitted curve at half-maximal effect; % is scaled to controls: 0 for no effect and ±100 for the full control effect; the screen sought activators but most active calls are inhibition curves; nearly all actives have a fitted effect of over 45% in size
Target sequence (P07954 whole entry, looked up): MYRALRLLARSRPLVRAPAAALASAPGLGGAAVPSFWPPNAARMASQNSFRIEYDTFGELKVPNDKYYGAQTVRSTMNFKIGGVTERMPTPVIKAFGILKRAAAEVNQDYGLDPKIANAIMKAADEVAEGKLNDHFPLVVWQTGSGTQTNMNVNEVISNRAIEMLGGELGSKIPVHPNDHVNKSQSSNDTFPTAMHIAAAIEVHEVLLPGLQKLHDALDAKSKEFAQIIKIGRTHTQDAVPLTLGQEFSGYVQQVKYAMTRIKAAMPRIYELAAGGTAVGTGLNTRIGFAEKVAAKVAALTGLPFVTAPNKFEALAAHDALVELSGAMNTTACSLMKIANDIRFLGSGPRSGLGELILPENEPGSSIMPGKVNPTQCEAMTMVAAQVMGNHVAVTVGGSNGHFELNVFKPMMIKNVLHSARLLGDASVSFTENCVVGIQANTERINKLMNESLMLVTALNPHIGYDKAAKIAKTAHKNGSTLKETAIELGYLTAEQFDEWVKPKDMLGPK
GALK inhibitor = inhibits human galactokinase; P51570; recombinant GALK, Kinase-Glo ATP luminescence, 1 h; Potency, µM (top dose mostly 57.5 µM), for the others: at the highest dose activity, negative = inhibition, most hits filed as inhibitors; 44,000 tested, under 10 active; AID 1347072;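 also: plate controls were full GALK reaction for no effect and reaction lacking GALK for full effect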
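5 nM GALK with 35 µM ATP and 100 µM galactose in HEPES pH 8.0, MgCl2, NaCl, DTT, BSA; 1 h RT reaction, remaining ATP detected by Kinase-Glo Plus luminescence after 10 min; qHTS concentration series.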
p53null 39C kill = selectivity test: cytotoxicity in p53 null cells, nonpermissive temperature; H1299 p53-null (neo) cells, 39C, ATPlite viability, 24 h; Potency, µM (titrated, usually from 46.1 µM), for the others: top-dose activity, negative = cell killing, actives largely listed as cytotoxic; actives 0.97% (n = 55,000); AID 904;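 also: potency is read from the fitted curve at half-maximal effect; 0% = DMSO only and -100% = full killing by 100 µM tamoxifen; nearly all actives have a fitted effect of over 50% in size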
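Luminescent ATP signal reported cell survival after H1299 lines (neo, p53 null; or p53 A138V) received up to 46 uM compound and 24 hr incubation at 39C.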
Starred values were filed as active, the others as inactive; ? = inconclusive; . = no result given; [ ] = remark or other dose. Calls follow the shape of the dose curve; as a rule, active = well fitted curve in the direction sought with a large enough effect; inconclusive = small, poorly fitted or top-dose-only effect, or another doubt; inactive = no such curve, though single readings can be large; an effect the other way counts as inactive or inconclusive. Some of the compounds tested; count on the stated rates, not on these rows.

No.	SMILES	TSG101-PTAP inh	NTMT1 inh	B2AR arrestin ag	p53null 32C tox	FH mod	GALK inhibitor	p53null 39C kill
1	Cc1cncn1CCc1nc2c3ccccc3nc(SCC(=O)Nc3ccccc3F)n2n1	-1%	5%	-2%	-18%	-4%	3%	-10%
2	N#Cc1nc(/C=C/c2ccc(F)cc2)oc1N1CCN(c2ccccc2)CC1	-1%	-5%	-1%	9%	-14%	-1%	4%
3	Cc1ccccc1C(=O)Nc1sc2c(c1C(=O)N1CCC(C)CC1)CCC(C)C2 (stereo unspecified)	0%	15%	1%	10%	-19%	2%	0%
4	Cc1cccc(Nc2nnc(-c3ccc(C)c(S(=O)(=O)N4CCOCC4)c3)c3ccccc23)c1	-4%	6%	0%	20%	-18%	0%	8%
5	O=C(c1cc(-c2ccc(Cl)cc2)on1)N(Cc1cccc(F)c1)Cc1ccco1	-1%	-13%	-3%	-10%	-15%	6%	1%
6	COc1ccc(Cn2c(=O)c3oc4ccccc4c3n(Cc3cccc(C)c3)c2=O)cc1	5%	-13%	2%	-5%	-6%	?	-11%
7	COc1ccccc1Nc1c2c(nc3ccc(NC(=O)c4cccc(F)c4)cc13)CCCC2	-2%	14%	?	?	?	1%	10µM*
8	O=C(CC1NCCNC1=O)Nc1cccc(F)c1 (stereo unspecified)	0%	0%	1%	.	3%	-1%	.
9	Cc1cccc(NC(=O)c2c(NC(=O)c3ccco3)sc3c2CCC(C)C3)c1 (stereo unspecified)	1%	5%	1%	-9%	-19%	2%	-1%
10	COc1ccccc1C(=O)Nc1c(C(=O)Nc2ccccc2F)oc2ccccc12	-1%	-30%	1%	39%[activator]	-9%	-2%	-12%
11	CCOc1ccccc1NC(=O)C1CCN(S(=O)(=O)c2ccc(Br)cc2)CC1	1%	-28%	7%	5%	-19%	-5%	-8%
12	COc1ccc2[nH]c(=O)c(CN(C(=O)c3cccc(Cl)c3)c3cccc(C)c3)cc2c1	0%	3%	1%	1%	-4%	0%	15%
13	Cc1ccc(S(=O)(=O)c2nc(S(C)(=O)=O)sc2NCc2ccccc2)cc1	-14%	0%	-3%	5%	-11%	1%	-14%
14	Cc1cccc(NS(=O)(=O)c2ccc(-n3cccn3)cc2)c1C	-4%	?	0%	-3%	-12%	3%	8%
15	CCOc1ccc(NC(=O)Cn2c(=O)cc(C)c3c(C)nn(-c4ccc(CC)cc4)c32)cc1	2%	?	1%	5%	-13%	-3%	-1%
16	COc1ccc(-c2noc(-c3cccnc3N3CCN(c4ccc(OC)cc4)CC3)n2)cc1	-1%	18%	-2%	-8%	-11%	-1%	7%
17	O=C(NCCCN1CCCCC1)c1ccc2c(c1)sc1nc(-c3ccc(F)cc3)cn12	3%	?	0%	6%	4%	0%	-1%
18	CCOC(=O)c1cc(NC(=O)c2ccc(C)cc2)c(=O)n2c1oc1ccccc12	1%	-1%	0%	0%	5%	1%	-4%
19	O=c1oc2ccccc2cc1-c1cn2cc(Cc3cc(Cl)ccc3Cl)sc2n1	-1%	13%	1%	11%	1%	0%	-15%
20	Cc1c(-c2nnc(SCC(=O)Nc3ccc(Cl)cc3)o2)nnn1-c1ccc(F)cc1	-8%	6%	-1%	-3%	2%	2%	-2%
21	Cc1ccc(CNC(=O)CCCCn2c(=O)c3ccccc3n(Cc3ccc(C)cc3)c2=O)cc1	0%	17%	-2%	8%	-2%	4%	-10%
22	CC(C)c1nc2ccc(C(=O)NC(C)c3ccccc3)cc2o1 (stereo unspecified)	3%	-2%	2%	1%	10%	2%	25%
23	CCOc1ccc(C(C)C)cc1S(=O)(=O)Nc1cccc(-c2ccc(N3CCOCC3)nn2)c1	-8%	.	2%	-18%	.	3%	0%
24	COc1ccc(Cl)cc1NC(=O)CN1C(=O)COc2ccc(S(=O)(=O)NC3CCCC3)cc21	-8%	-1%	1%	-3%	-25%	-3%	-16%
25	Brc1ccc(-c2cn3cc(Cc4ccccc4)sc3n2)cc1	2%	1%	1%	-18%	5%	4%	-25%
26	Cc1ccc(C)c(N2CCN(C(=O)C3CCN(c4nc5ccc(C)cc5[nH]4)CC3)CC2)c1	-3%	13%	0%	-2%	-1%	-1%	10%
27	COc1ccccc1N1CCN(C(=O)c2ccc3c(c2)N(Cc2cc(C)ccc2C)C(=O)c2ccccc2S3(=O)=O)CC1	-1%	2%	1%	-2%	-12%	1%	11%
28	Fc1ccc(-c2nc(Nc3cccc(C(F)(F)F)c3)nc3c2COc2ccccc2-3)cc1	1%	4%	-2%	24%	-5%	1%	23%
29	CCN(CC)S(=O)(=O)c1ccc2c(c1)N(CC(=O)N1CCN(c3cc(Cl)ccc3C)CC1)C(=O)CO2	-4%	-4%	0%	0%	1%	0%	15%
30	FC(F)(F)c1cccc(Nc2nc3nonc3nc2Nc2ccc(Cl)cc2)c1	-6%	9%	-2%	?	?	-7%	13µM*

Results in sequence from the list.
Compounds 1 to 6 in B2AR arrestin ag, in turn: -2%, -1%, 1%, 0%, -3%, 2%
Compounds 1 to 6 in p53null 32C tox, in turn: -18%, 9%, 10%, 20%, -10%, -5%
Compounds 1 to 6 in TSG101-PTAP inh, in turn: -1%, -1%, 0%, -4%, -1%, 5%

The listing picks up; the two compounds before the break are reprinted first.
No.	SMILES	TSG101-PTAP inh	NTMT1 inh	B2AR arrestin ag	p53null 32C tox	FH mod	GALK inhibitor	p53null 39C kill
29	CCN(CC)S(=O)(=O)c1ccc2c(c1)N(CC(=O)N1CCN(c3cc(Cl)ccc3C)CC1)C(=O)CO2	-4%	-4%	0%	0%	1%	0%	15%
30	FC(F)(F)c1cccc(Nc2nc3nonc3nc2Nc2ccc(Cl)cc2)c1	-6%	9%	-2%	?	?	-7%	13µM*
31	Cc1oc2ncn(CC(C)C)c(=O)c2c1C(=O)Nc1cc(F)ccc1F	-4%	7%	0%	-3%	-9%	-2%	-5%
32	COc1ccc(Cl)cc1C(=O)NCc1nc(-c2cccc(C)c2)no1	1%	?	0%	-8%	-7%	1%	0%
33	O=C(NCc1ccc(F)cc1)c1cc(-c2ccc(Cl)cc2)n[nH]1	-4%	-2%	-1%	-9%	2%	2%	3%
34	Cc1ccc(C(=O)Nc2cccc(-c3nc4cccnc4s3)c2C)cc1	-2%	8%	0%	-11%	1%	0%	?
35	Cc1ccc(S(=O)(=O)N(CC(=O)Nc2c(C)cccc2C)c2cccc(Cl)c2)cc1	-5%	7%	1%	-2%	-16%	0%	-13%
36	O=S(=O)(c1ccccc1F)N1CCC(Oc2ccc(-n3cnnn3)cc2)CC1	-1%	4%	-1%	-7%	-6%	1%	-26%
37	COC(=O)c1cc(NC(=O)c2ccc3c(c2)NC(=O)c2ccccc2S3)cc(C(=O)OC)c1	-11%	?	0%	-6%	-1%	-1%	-7%
38	O=C(Nc1c(C(=O)N2CCN(c3ccc(F)cc3)CC2)oc2ccccc12)c1c(F)cccc1F	-2%	7%	1%	-8%	-13%	0%	14%
39	COC(=O)c1ccccc1NC(=O)Cn1c(CCC(=O)O)ccc1-c1ccc(C)cc1	-2%	9%	0%	1%	-7%	-1%	4%
40	O=C(CCOc1ccccc1)N(Cc1cccnc1)c1nc2ccc(Cl)cc2s1	-14%	-3%	-3%	-5%	6%	-6%	?
41	Cc1nn(CCC(=O)N2CCN(c3ccccc3)CC2)c(C)c1S(=O)(=O)N1CCCC1	0%	16%	0%	0%	?	-1%	5%
42	CC1CCN(c2csc3ccc(F)cc3c2=O)CC1	1%	-20%	0%	-26%	5%	0%	-10%
43	CC(C)c1ccc(NC(=O)CC2NCCNC2=O)cc1 (stereo unspecified)	0%	-3%	1%	.	6%	8%	.
44	CCc1ccccc1N(C)S(=O)(=O)c1ccc2c(c1)C(C)(C)C(=O)N2C	-3%	?	0%	-3%	-30%	-2%	-14%
45	Cc1ccccc1OCC(=O)Nc1ccccc1C(=O)OCc1cc(=O)n2c(C)csc2n1	0%	2%	-1%	-9%	2%	-2%	5%
46	CCC(Sc1nc2ccccc2c2nc(-c3ccccc3)nn12)C(=O)Nc1cccc(OC)c1 (stereo unspecified)	-1%	14%	-3%	-7%	-9%	-1%	-3%
47	O=C(Cn1ncc2c1-c1ccccc1OC2)N1CCN(c2ccccc2F)CC1	2%	6%	1%	-2%	-23%	5%	?
48	CCc1ccc(NC(=O)N(Cc2ccc(C)cc2)Cc2cccn2-c2nnc(N3CCCC3=O)s2)cc1	-3%	1%	?	2%	-14%	-11%	15%
49	O=C(CCSCc1cnn(-c2ccccc2)c1-n1cccc1)NCc1ccc(Cl)cc1	-2%	22%	-1%	-2%	?	?	4%
50	COc1ccc2c(c1)c(CC(=O)Nc1cc(C)c(OC)c(C)c1)c(C)n2C(=O)c1ccc(Cl)cc1	-4%	-6%	1%	-14%	-12%	0%	-2%

Compounds 41 to 43, reprinted for reference:
No.	SMILES	TSG101-PTAP inh	NTMT1 inh	B2AR arrestin ag	p53null 32C tox	FH mod	GALK inhibitor	p53null 39C kill
41	Cc1nn(CCC(=O)N2CCN(c3ccccc3)CC2)c(C)c1S(=O)(=O)N1CCCC1	0%	16%	0%	0%	?	-1%	5%
42	CC1CCN(c2csc3ccc(F)cc3c2=O)CC1	1%	-20%	0%	-26%	5%	0%	-10%
43	CC(C)c1ccc(NC(=O)CC2NCCNC2=O)cc1 (stereo unspecified)	0%	-3%	1%	.	6%	8%	.

Next section.
No.	SMILES	TSG101-PTAP inh	NTMT1 inh	B2AR arrestin ag	p53null 32C tox	FH mod	GALK inhibitor	p53null 39C kill
51	Cc1ccc(NC(=O)CN2C(=O)COc3ccc(S(=O)(=O)N4CCOCC4)cc32)cc1N(C)C	3%	20%	-1%	-2%	2%	2%	?
52	COc1ccc(C2C=C(c3ccc(C)cc3)Nc3c(C(=O)Nc4ccccc4)cnn32)cc1 (stereo unspecified)	-2%	-4%	0%	-3%	?	-3%	6%
53	Cc1ccc(OCCCCn2c(-c3ccc(Cl)cc3)nc3ccccc3c2=O)cc1	-2%	.	1%	-5%	.	2%	5%
54	COc1ccc(N2CC(NC(=O)COc3ccc4ccccc4c3)CC2=O)cc1 (stereo unspecified)	0%	2%	-3%	-5%	-3%	2%	15%
55	COc1ccc(C(=O)Nc2onc3c2CCCC3)cc1	-4%	?	0%	7.9µM*	7%	-6%	7.9µM*
56	Cc1ccc(NC(=O)/C=C/c2ccc(Cl)cc2)c(Br)c1	-2%	16%	1%	6%	5%	-1%	3%

Limited to B2AR arrestin ag and TSG101-PTAP inh, for some of the entries so far:
| cpd | SMILES | B2AR arrestin ag | TSG101-PTAP inh |
| --- | --- | --- | --- |
| 53 | Cc1ccc(OCCCCn2c(-c3ccc(Cl)cc3)nc3ccccc3c2=O)cc1 | 1% | -2% |
| 54 | COc1ccc(N2CC(NC(=O)COc3ccc4ccccc4c3)CC2=O)cc1 (stereo unspecified) | -3% | 0% |
| 55 | COc1ccc(C(=O)Nc2onc3c2CCCC3)cc1 | 0% | -4% |
| 56 | Cc1ccc(NC(=O)/C=C/c2ccc(Cl)cc2)c(Br)c1 | 1% | -2% |
